Source: PubChem BioAssay
GASC-1 inh = human JMJD2C demethylase inhibition; Q9H3R0; GST-JMJD2C(1-420) H3K9me3 demethylation, DELFIA europium; inhibition, % at 2.35 µM; 330,000 compounds, 0.069% hits;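 active = more than half of a compound's replicate wells show inhibition beyond 50%, single wells judged on their own value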;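 also: signal counts dimethyl H3K9 product captured on neutravidin plate; 0% = median of DMSO wells and 100% = 0.3 times that DMSO median; strong numbers were not always called active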
Target sequence (Q9H3R0 1-420 limits assumed): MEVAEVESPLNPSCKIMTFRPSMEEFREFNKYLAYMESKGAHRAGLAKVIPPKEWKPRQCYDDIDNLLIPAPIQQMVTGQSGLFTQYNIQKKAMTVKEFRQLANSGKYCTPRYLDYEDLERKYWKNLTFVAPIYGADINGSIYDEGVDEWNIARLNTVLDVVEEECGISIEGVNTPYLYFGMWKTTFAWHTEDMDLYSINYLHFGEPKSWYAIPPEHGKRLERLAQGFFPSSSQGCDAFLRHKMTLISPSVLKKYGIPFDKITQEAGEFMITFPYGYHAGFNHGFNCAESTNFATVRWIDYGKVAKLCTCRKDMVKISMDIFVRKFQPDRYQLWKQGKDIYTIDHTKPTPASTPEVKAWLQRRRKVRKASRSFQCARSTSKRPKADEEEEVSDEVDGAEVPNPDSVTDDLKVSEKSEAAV
PP1 counter = blocks human PP1-alpha phosphatase, a PP5 counter-screen | P62136 | inhibition, % at 6.7 µM | 320,000 compounds, 0.9% hits | purified PP1alpha, OMFP fluorescence | AID 2235;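 active = inhibition above the mean inhibition of all tested compounds plus 3 SD, computed separately for each screening campaign, cut at about 15% in these data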
Target sequence (P62136 whole entry, looked up): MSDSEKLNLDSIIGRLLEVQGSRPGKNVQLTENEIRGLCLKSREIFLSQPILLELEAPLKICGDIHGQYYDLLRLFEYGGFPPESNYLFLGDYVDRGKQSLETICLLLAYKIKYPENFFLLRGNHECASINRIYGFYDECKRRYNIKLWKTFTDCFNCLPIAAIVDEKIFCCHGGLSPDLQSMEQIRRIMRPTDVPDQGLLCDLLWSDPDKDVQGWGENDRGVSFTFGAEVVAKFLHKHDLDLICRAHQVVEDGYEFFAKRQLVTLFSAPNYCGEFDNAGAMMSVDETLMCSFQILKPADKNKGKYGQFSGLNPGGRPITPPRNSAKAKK
core dimer inh = HCV core protein dimerization inhibition | TR-FRET GST/Flag-core106 dimerization, 1536-well | inhibition, % at 5 µM | 300,000 compounds, 0.33% hits | AID 1899;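 active = inhibition above the mean of all tested compounds plus 3 SD, set per screening campaign, cut at about 45% in these data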
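Assay system: tagged HCV core106 pair (GST and Flag); medium: KF-containing HEPES buffer, pH 7.45, DTT, CHAPS, BSA; also added: Eu donor and XL665 acceptor anti-tag antibodies; dosing: 5 µM single dose; timing: compound-protein-antibody incubation 4 h at 22.5 °C; signal: TR-FRET 671 and 617 nm emission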
Efflux pump mplx = blocks antifungal efflux pumps in multiplex yeast assay. S. cerevisiae Candida pump triplex, Nile Red efflux. inhibition, % at 10 µM. 330,000 compounds, 0.44% hits;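 active = plate passing quality check with inhibition over a set limit, or well fluorescence over plate mean plus 4 SD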;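 also: Nile Red retained in pooled yeast measured as flow cytometry median fluorescence; 0% = buffer negative control and 100% = Enniatin B positive control; higher means more Nile Red kept so more efflux inhibition; some compounds called inactive have numbers as strong as hits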
procasp7 counter = counter-screen for procaspase-3 activators: activators of human procaspase-7 | P55210 | recombinant procaspase-7, Ac-DEVD-pNA absorbance 405 nm; D23A/D198A/D206A triple mutant, cannot self-cleave; scale: DMSO 0, 5 µM enzyme 100 | activation, % at 8.5 µM | 330,000 compounds, 0.093% hits;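 active = percent activation above the screen-wide mean plus 3 SD, cut at about 25% in these data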
Target sequence (P55210 whole entry D23A/D198A/D206A): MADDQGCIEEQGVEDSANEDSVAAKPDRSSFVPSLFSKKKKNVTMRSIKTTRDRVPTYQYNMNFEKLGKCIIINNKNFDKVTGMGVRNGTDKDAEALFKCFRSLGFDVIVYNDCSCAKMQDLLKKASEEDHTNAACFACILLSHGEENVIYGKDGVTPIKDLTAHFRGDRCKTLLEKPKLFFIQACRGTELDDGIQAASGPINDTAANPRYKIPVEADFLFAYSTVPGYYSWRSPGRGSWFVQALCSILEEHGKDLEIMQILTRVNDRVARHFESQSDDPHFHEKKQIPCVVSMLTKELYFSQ
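System: Uncleavable procaspase-7 mutant enzyme; Amount: 2 µM procaspase-7 mutant as dispensed; Schedule: 1 h compound preincubation, 2 h substrate cleavage, 25 °C; Measured by: 405 nm absorbance of p-nitroaniline; Evaluation: percent activation from buffer-corrected 0–120 min absorbance change; Control set: low DMSO alone, high DMSO plus 5 µM PC-7.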
Fh CTSL1 inh = blocks F. hepatica cathepsin L1 in PFM18AAP counter-screen. 300,000 compounds, 0.49% hits. AID 1906. recombinant F. hepatica cathepsin L1, Z-Leu-Arg-MCA fluorescence. inhibition, % at 5.96 µM;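 active = inhibition above the mean of all tested compounds plus 3 SD, set per screening campaign, cut at about 17% in these data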;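 also: 0% = plate median of test compound wells and 100% = 1 µM Z-Phe-Ala-diazomethylketone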
PP5 inh = blocks human protein phosphatase 5 activity; P53041; purified PP5c, OMFP substrate fluorescence; inhibition, % at 6.7 µM; 320,000 compounds, 0.18% hits;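 active = inhibition above the campaign's mean inhibition across all tested compounds plus 3 SD, cut at about 9.5% in these data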;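 also: 0% = DMSO only and 100% = 100 µM cantharidin control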
proCasp3 act = activators of human procaspase-3 | P42574 | recombinant procaspase-3 D3A, Ac-DEVD-pNA absorbance 405 nm | activation, % at 8.5 µM | 330,000 compounds, 0.11% hits | AID 463141;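 active = activation above the mean of all tested compounds plus 3 SD, cut at about 21% in these data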;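 also: 0% = DMSO alone and 100% = DMSO wells spiked with extra 5 µM PC-3 D3A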
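Assay system: Autoprocessing-dead procaspase-3 D3A mutant enzyme; also added: Ac-DEVD-pNA; doses: one concentration, 8.5 µM nominal, 0.8% DMSO; times: 1 h compound preincubation, 2 h substrate hydrolysis at 25 °C; technique: 405 nm absorbance of p-nitroaniline, reads at 0 and 120 min; measure: % activation between DMSO and enzyme-spiked controls; repeats: single replicate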
TPT1 inhibitor = inhibitors of Candida albicans tRNA 2'-phosphotransferase TPT1. recombinant caTPT1, FP RNA substrate dephosphorylation. inhibition, % at 5 µM. 300,000 compounds, 0.81% hits. AID 1962;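 active = inhibition above the mean of all tested compounds plus 3 SD, set per screening campaign, cut at about 24% in these data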;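 also: plate controls were DMSO alone for no effect and ferristatin control at 100 nM for full effect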
The depositor's hits bear a star; . = not tested or not shown; & = joins results of further samples.

SMILES	GASC-1 inh	PP1 counter	core dimer inh	Efflux pump mplx	procasp7 counter	Fh CTSL1 inh	PP5 inh	proCasp3 act	TPT1 inhibitor
COc1ccc(Cl)cc1NC(=O)CN(C)C(=O)c1ccc(-n2cncn2)cc1	-2	.	.	-0.2	0	.	.	1	.
O=[N+]([O-])c1cc(S(=O)(=O)NC2=NCCCCC2)ccc1Cl	-16	2	3	0.0	1	0	4.2	-9	-2
COc1ccc(CC(C(=O)Nc2ccc(OC)cc2)c2nn[nH]n2)cc1 (stereo unspecified)	10	2	0	0.0	2	2	-1.7	2	-3
CCCCOc1ccc(C2C3CN(C(=O)OCC)CC=C3C(C#N)=C(N)C2(C#N)C#N)cc1OC (stereo unspecified)	2&2	3	13	0.2	-2	1	6.4	14	18
Cc1ccc(SCC(=O)OCn2nnc3ccccc3c2=O)cc1C	17	0	10	-0.1	16	-24	0.9	3	-2
CC(C)(C)NC(=S)NCC1CC1	0	-4	2	-0.1	4	-2	-1.4	8	-5
CN(CC(=O)Nc1ccc(Cl)c(C(F)(F)F)c1)C(=O)Cc1c[nH]c2ccccc12	-1	2	-2	0.1	2	-1	2.6	-3	-1
COc1ccc(CC(=O)N2CCN(c3ccccc3F)CC2)cc1OC	4	0	-4	0.0	-4	0	0.1	3	-2
COc1ccc(CCNC(=S)NC(=O)c2ccc(Br)cc2)cc1OC	-7	-2	7	-0.1	-9	-1	-1.7	-1	0
Cn1c(=O)c2c(nc(CN3CCc4ccccc4C3)n2Cc2cccc(Cl)c2)n(C)c1=O	18	10	3	-0.1	7	0	0.8	3	-5
Cc1ccc(-c2csc(NC(=O)c3ccc4c(=O)n5c(nc4c3)CCCCC5)n2)cc1	-5	1	22	0.3	3	-2	0.5	8	-1
COc1ccccc1CNC(=O)c1ccoc1C	11	-3	-2	0.2	5	-2	2.3	3	4
Fc1ccc2[nH]c3c(NCc4ccccc4)ncnc3c2c1	0	0	-14	-0.1	-7	8	-4.8	-11	-1
COc1ccc(NC(=O)Cn2cnc3sc(C)c(S(=O)(=O)N4CCOCC4)c3c2=O)cc1Cl	7	1	-4	0.2	9	-3	-0.5	-3	-1
CCOc1cccc(C(=O)Nc2ccc(N3CCN(S(C)(=O)=O)CC3)cc2)c1	10	2	7	-0.1	8	-2	0.8	6	-6
Cc1ccc(-n2c(=O)cc(N3CCN(C(=O)c4ccco4)CC3)[nH]c2=O)cc1	6	1	2	0.3	-6	0	2.0	1	2
Clc1cccc(OCCn2ccnc2)c1	-17	2	-1	0.3	-5	-2	3.5	2	0
CCCCc1nnc(NC(=O)COC)s1	0	-3	-3	-0.1	4	0	-1.3	-3	0
COc1ccc(OC)c(S(=O)(=O)N/N=C\c2ccc3c(c2)OCO3)c1	-25	3	-23	-0.1	-13	7	-2.3	-6	-3
CCN1CCN(C(=S)NCCc2ccccc2)CC1	-4	-2	0	0.0	0	0	0.8	-5	-5
O=C(Nc1ccc(C(=O)N2CCCCC2)cc1)c1ccc(Br)cc1	-6	-4	-5	0.1	0	10	1.5	-4	-3
COc1ccc(C(=O)N(CCCO)C(C)C(=O)NC2CCCCC2)cc1OC (stereo unspecified)	-1	-1	1	0.0	4	-2	1.7	8	-1
CCCOc1c(OC)cc(Cl)cc1C1NC(=O)NC(C)=C1C(=O)NCc1ccccc1 (stereo unspecified)	-3	-1	-6	0.1	-5	-1	-0.3	2	0
CCN(CC)c1ccc(/C=N/n2nnnc2N)c(O)c1	22	-4	-5	0.0	-1	8	0.3	-7	12
Cc1nc2c(ccc3nc(NC(=O)C(c4ccccc4)c4ccccc4)sc32)s1	-5	1	2	0.0	0	2	2.2	-3	1

3 compounds from above, limited to Fh CTSL1 inh, Efflux pump mplx and core dimer inh.
structure | Fh CTSL1 inh | Efflux pump mplx | core dimer inh
COc1ccc(OC)c(S(=O)(=O)N/N=C\c2ccc3c(c2)OCO3)c1 | 7 | -0.1 | -23
CCN1CCN(C(=S)NCCc2ccccc2)CC1 | 0 | 0.0 | 0
O=C(Nc1ccc(C(=O)N2CCCCC2)cc1)c1ccc(Br)cc1 | 10 | 0.1 | -5

Carrying on:
SMILES	GASC-1 inh	PP1 counter	core dimer inh	Efflux pump mplx	procasp7 counter	Fh CTSL1 inh	PP5 inh	proCasp3 act	TPT1 inhibitor
CCCn1c2ccccc2c2nnc(SCC(=O)OC)nc21	-10	-2	-1	0.0	0	3	-0.3	4	1
C[n+]1cn(Cc2ccc(C#N)cc2)c2ccccc21	0	-1	-1	0.0	8	1	-3.0	-7	2
Cc1cnc(C(=O)OCC(=O)NC(C)C)cn1	-1	-1	-2	0.1	4	-6	-1.5	7	2
CCC(CC)c1nc2ccccc2c(=O)[nH]1	14	7	2	0.1	2	-1	-0.9	-4	-2
O=C(CSc1ccccc1[N+](=O)[O-])NC1CCS(=O)(=O)C1 (stereo unspecified)	5	7	1	-0.1	4	-8	-1.3	-1	3
CC(C)(O)C#Cc1ccc(CN2CCN(Cc3ccsc3)C(CCO)C2)cc1 (stereo unspecified)	0	3	0	-0.1	7	12	-3.1	-1	-3
Nc1nccnc1C(=O)OCC(=O)Nc1cccc(S(=O)(=O)N2CCCCC2)c1	-7	4	17	0.0	-4	-5	2.0	-10	6
CCOc1ccc(/C=C/C(=O)c2ccccc2)cc1OC	-3	-2	-5	-0.2	-3	9	-0.2	-3	-4
O=C(NCCc1ccccc1)C1CCN(S(=O)(=O)c2ccc(-c3nn[nH]n3)cc2)CC1	7	-1	-6	-0.1	-1	-2	2.0	7	0
COc1cc(CCC(=O)OCC(=O)Nc2ccc(F)cc2F)cc(OC)c1OC	-15	0	9	-0.2	3	-20	2.3	9	1
COc1ccccc1CN(C)C(=O)c1ccc(COc2ccccc2)cc1	52	12	2	0.4	5	2	2.5	3	0
O=C(CNC(=O)c1ccccc1F)NCc1ccncc1	-10	.	.	-0.3	12	.	.	-2	.
CCCn1c(=O)[nH]c(=O)c2c1nc(-c1ccc(OC(F)F)c(OC)c1)n2CCOC	-5	-4	0	0.2	5	6	0.3	3	3
C(=C\CSc1ncn[nH]1)/CSc1ncn[nH]1	2	-8	-2	0.5	1	3	1.3	2	-2
CCN(CC)CC(O)CN1c2ccccc2Sc2ccccc21 (stereo unspecified)	-12	-2	-5	0.1	10	0	0.6	8	1
O=C(O)COc1ccc(/C=N/n2cnc3scc(-c4cccs4)c3c2=O)cc1	-7	-6	0	-0.1	3	-2	-0.7	2	3
Cn1c(N)c(C(=O)COC(=O)C23CC4CC(CC(C4)C2)C3)c(=O)n(C)c1=O	-1	-2	5	-0.1	-9	-1	0.9	5	-4
CCOc1ccc(Br)cc1S(=O)(=O)Nc1ccccc1N1CCOCC1	1	0	2	0.1	-6	2	0.7	0	-5
C=CCC1(CC=C)CCCN1C(=O)C1CCC(=O)N(CCc2ccc(Cl)cc2)C1 (stereo unspecified)	-1	-3	8	-0.2	-9	-3	0.8	4	-1
CC(C)c1ccc(S(=O)(=O)N2CCC(C(=O)NCC3(N(C)C)CCCCC3)CC2)cc1	7	-1	-2	-0.1	-5	2	-1.1	2	0
c1ccc(OCc2nn3c(Cn4cnc5ccccc54)nnc3s2)cc1	3	2	15	0.2	-12	-3	0.7	-9	1
CC1CCN(Cc2c(C(=O)O)nnn2-c2nonc2N)CC1	0	-5	0	0.1	4	3	2.5	-2	2
CCCCCCCCCn1cc(C(C)=O)c(=O)[nH]c1=O	21	-3	-3	0.1	7	-1	4.2	-1	0
CCOC(=O)Cn1c(S(=O)(=O)Cc2cccc(F)c2)nc(-c2ccccc2)c1-c1ccccc1	-7	7	0	0.1	-1	-2	4.8	8	2
Cc1nc2ccc(C(C(F)(F)F)(C(F)(F)F)C(F)(F)F)cc2[nH]1	-4	3	-2	0.1	1	0	6.4	5	1
The list continues:
SMILES	GASC-1 inh	PP1 counter	core dimer inh	Efflux pump mplx	procasp7 counter	Fh CTSL1 inh	PP5 inh	proCasp3 act	TPT1 inhibitor
COC(=O)c1oc2ccccc2c1-n1cccc1	-6	3	0	0.0	5	2	-1.1	5	-1
O=C(C[C@@H]1C/C=C\CC[C@H](Cc2ccc(F)cc2)C(=O)OC[C@@H]2CCCN2C1=O)N[C@H](CO)Cc1ccccc1	-1	.	.	0.5	11	.	.	-1	.
CNC(=O)CSc1nnc(-c2ccco2)n1-c1cccc(C)c1	-2	-4	-4	-0.2	3	3	-1.8	-2	2
CCOC(=O)c1cnn(-c2cc(C)nc3c(-c4ccccc4)cnn23)c1N	-5	0	-6	0.0	-1	5	1.7	1	-1
Cc1ccccc1NC(=O)Nc1cc(S(N)(=O)=O)ccc1C	0	-5	-2	0.1	5	-1	1.3	2	2
C/C(O)=C(/C=NCC(=O)O)C(=O)Nc1nccs1	-2	1	5	0.0	-8	1	-0.3	4	-2
COC(C/C=C\C(=O)[C@@H](C)OCc1ccccc1)OC	4	1	8	0.1	13	-2	-0.1	-4	-5
N#CCCN(CCC#N)S(=O)(=O)c1ccc(C(=O)Nc2nnc(C3=COCCO3)o2)cc1	5	1	-8	0.1	4	-1	0.9	3	0
CCOc1ccc(Cl)cc1/C=N/NC(N)=O	3	-2	-2	0.2	3	1	-1.6	-1	0
N#Cc1c(N2CCOCC2)nsc1-c1ccc(C(F)(F)F)cc1	3	-3	4	0.0	4	-1	-0.6	-3	-1
CCOc1ccc(NC(=O)CN2CCN(c3ccc(F)cc3)CC2)cc1	.	2	-12	-0.2	5	1	2.7	5	-1
Cc1cc(C)n(CCNC(=O)c2cc(COc3ccc4ncccc4c3)on2)n1	4	-3	2	0.0	3	-4	-1.5	-8	3
Cn1c(=O)c2c(nc(N3CCN(C(=O)c4ccco4)CC3)n2CCSc2ncccn2)n(C)c1=O	-32	1	-1	0.2	-4	0	-0.1	7	-1
Cc1nc(C)c(C(=O)O)c(-c2ccsc2)c1C(=O)O	4	-3	0	0.0	7	-3	0.0	10	4
C=CCNC(=S)Nc1ccc2nc(C)oc2c1	11	-2	-3	-0.1	0	1	0.1	6	-2
Nc1nc2ccc(-c3nc4ccccc4o3)cc2s1	9	1	-1	0.1	9	2	1.3	-9	1
CCCC(=O)Nc1nc2nc(-c3ccccc3)cc(-c3ccccc3)n2n1	5	0	9	-0.2	8	-1	-0.8	-6	-5
C[C@]12C=CC(=O)C=C1CC[C@@H]1[C@@H]2C(=O)C[C@@]2(C)[C@H]1CC[C@]2(O)C(=O)CO	6&29	-4&-4	4	0.0&0.0	11&0	5	3.0&-1.3	4&11	-2
Cc1ccccc1C(=O)NC(NCC1CCCO1)C(Cl)(Cl)Cl (stereo unspecified)	2	-1	-7	-0.2	6	-2	-0.8	3	-4
